# Screening data: PubChem BioAssay, several laboratories
# PMK inhibit – S. pneumoniae PMK inhibition; purified PMK, PK/LDH-coupled NADH absorbance 340 nm; inhibition, % at 10 µM; 65,000 compounds, 0.49% hits;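 active = top-ranked compounds by inhibition in the single 10 µM screen, taking a fixed number of the strongest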;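 also: 0% = full reaction with DMSO carrier and 100% = background rate without enzyme reaction; no value below 0 was filed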
# TNAP inhibition – human TNAP enzyme inhibitors, biochemical, luminescent (AID 518); purified TNAP enzyme, luminescent substrate readout; higher % means a stronger effect; inhibition, % at 20 µM, or IC50 in µM where a hit was titrated; 64,000 compounds, 0.09% hits; in the data active = a potency from the dose series; inactive = the rest, 99 in 100 with inhibition below about 22%;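 also: plate controls were vehicle for no effect and reference inhibitor for full effect; many of its hits are not listed in these tables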
# Bfl-1 inhibitors – Bfl-1 inhibitors, primary screen, biochemical, fluorescence polarization, FITC-Bid, mouse (AID 432); FITC-Bid BH3 peptide fluorescence polarization displacement; higher % means a stronger effect; displacement, % at 20 µM; hits with a dose series show IC50 in µM; 64,000 compounds, 0.02% hits; in the data active = a potency from the dose series; inactive = the rest, 99 in 100 with displacement below about 15%; also: strong numbers were not always called active
# LYP phosphatase – LYP phosphatase inhibitors, primary screen, biochemical, DiFMUP fluorescence, recombinant catalytic domain, 10 µM (AID 606) | recombinant LYP catalytic domain, DiFMUP fluorescence; higher % means a stronger effect | inhibition, % at 10 µM; hits with a dose series show IC50 in µM | 52,000 tested, under 10 active;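 active = IC50 under 40 µM in the dose-response test; inactive = IC50 of 40 µM or more, or never dose-tested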
# Spn DPM-DC inh – S. pneumoniae DPM-DC inhibition; calls only at 10 µM; 65,000 compounds, 0.49% hits; purified DPM-DC, PK/LDH coupled NADH fluorescence;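 active = the 320 compounds with the highest percent inhibition in the single-dose primary screen, excluding strongly autofluorescent ones, cut at about 32% in these data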;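 also: kinetic rate of NADH fluorescence loss reporting ADP formed by the decarboxylase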
# HPDE-C7 cytotoxicity – cytotoxicity in HPDE-C7 cells, cell-based, fluorescence, HTS (AID 430). HPDE-C7 pancreatic duct cells viability, fluorescence; higher % means a stronger effect. cytotoxicity, % at 10 µM; hits with a dose series show EC50 in µM. 63,000 compounds, 1.8% hits;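 also: cells exposed to compound for 48 hours before viability readout; 0% = vehicle and 100% = reference cytotoxic drug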
# MK inhibit – inhibitors of Streptococcus pneumoniae mevalonate kinase. purified MK, PK/LDH-coupled NADH absorbance 340 nm. inhibition, % at 10 µM. 65,000 compounds, 0.48% hits. AID 555;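 active = ranked among the strongest by inhibition in the single 10 µM screen, a fixed top-ranked set picked for dose follow-up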; also: no value below 0 was filed
# HT1080 cytotoxicity – cytotoxicity in HT1080 fibrosarcoma cells, cell-based, fluorescence readout (AID 620) | HT1080 viability, fluorescence; higher % means a stronger effect | cytotoxicity, % at 10 µM; hits with a dose series show EC50 in µM | 87,000 compounds, 0.42% hits;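 also: cells exposed to compound overnight then 4 h with Alamar Blue; 0% = vehicle DMSO and 100% = killing control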
# KRASV12 cytotoxicity – cytotoxicity in KRAS-transformed pancreatic duct cells, primary screen, cell-based, fluorescence, HTS (AID 431); 63,000 compounds, 1.7% hits; HPDE-C7K KRASV12 cells, Alamar Blue viability, 48 h; higher % means a stronger effect; cytotoxicity, % at 10 µM; hits with a dose series show EC50 in µM;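 active = compounds whose percent cytotoxicity in the single-dose primary screen, scaled between solvent and toxic-drug controls, exceeds 50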;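 also: 0% = DMSO solvent wells and 100% = doxorubicin-treated wells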
# PMK inhibit pilot replicates – recorded beside PMK inhibit, whose call it bears; inhibition, %; measured here: pilot screen replicates
# MK inhibit pilot replicates – second read-out of MK inhibit, no call of its own (marks repeat the call); inhibition, %; measured here: pilot screen replicates
# Spn DPM-DC inh pilot screen % – also measured in Spn DPM-DC inh; calls as there; inhibition, %; measured here: pilot screen trials
# * marks the source's active call; other numbers are inactive results; i = inactive. Rule as the data show it, unless noted: active = cytotoxicity above about 50%; inactive = the rest. Only part of the results is shown; rates above refer to the full screens.
SMILES,PMK inhibit,PMK inhibit pilot replicates,TNAP inhibition,Bfl-1 inhibitors,LYP phosphatase,Spn DPM-DC inh,Spn DPM-DC inh pilot screen %,HPDE-C7 cytotoxicity,MK inhibit,MK inhibit pilot replicates,HT1080 cytotoxicity,KRASV12 cytotoxicity
CCCCOc1ccc(CC(=O)NO)cc1,2,5.0,21%,-2%,11%,i,1.0,4%,4,0.0,2%,20%
C[C@@H]1C[C@H]2[C@@H]3C[C@H](F)C4=CC(=O)C=C[C@]4(C)[C@@]3(F)[C@@H](O)C[C@]2(C)[C@@]1(O)C(=O)COC(=O)C(C)(C)C,2,1.5,12%,-5%,7%,i,0.0,-9%,6,0.0,-3%,-11%
CCn1cc(C(=O)O)c(=O)c2cc(F)c(N3CCNCC3)nc21,0,0.0,7%,6%,23%,i,14,-4%,7,0.0,1%,-8%

# Structural class, the compounds so far containing a halogen.
SMILES,PMK inhibit,PMK inhibit pilot replicates,TNAP inhibition,Bfl-1 inhibitors,LYP phosphatase,Spn DPM-DC inh,Spn DPM-DC inh pilot screen %,HPDE-C7 cytotoxicity,MK inhibit,MK inhibit pilot replicates,HT1080 cytotoxicity,KRASV12 cytotoxicity
C[C@@H]1C[C@H]2[C@@H]3C[C@H](F)C4=CC(=O)C=C[C@]4(C)[C@@]3(F)[C@@H](O)C[C@]2(C)[C@@]1(O)C(=O)COC(=O)C(C)(C)C,2,1.5,12%,-5%,7%,i,0.0,-9%,6,0.0,-3%,-11%
CCn1cc(C(=O)O)c(=O)c2cc(F)c(N3CCNCC3)nc21,0,0.0,7%,6%,23%,i,14,-4%,7,0.0,1%,-8%

# Three entries out of the list, arranged by molecular weight, falling:
SMILES,PMK inhibit,PMK inhibit pilot replicates,TNAP inhibition,Bfl-1 inhibitors,LYP phosphatase,Spn DPM-DC inh,Spn DPM-DC inh pilot screen %,HPDE-C7 cytotoxicity,MK inhibit,MK inhibit pilot replicates,HT1080 cytotoxicity,KRASV12 cytotoxicity
C[C@@H]1C[C@H]2[C@@H]3C[C@H](F)C4=CC(=O)C=C[C@]4(C)[C@@]3(F)[C@@H](O)C[C@]2(C)[C@@]1(O)C(=O)COC(=O)C(C)(C)C,2,1.5,12%,-5%,7%,i,0.0,-9%,6,0.0,-3%,-11%
CCn1cc(C(=O)O)c(=O)c2cc(F)c(N3CCNCC3)nc21,0,0.0,7%,6%,23%,i,14,-4%,7,0.0,1%,-8%
CCCCOc1ccc(CC(=O)NO)cc1,2,5.0,21%,-2%,11%,i,1.0,4%,4,0.0,2%,20%
